High-throughput results deposited in PubChem BioAssay by National Center for Advancing Translational Sciences (NCATS).
ATXN viability – Viability Counterscreen for Primary qHTS for Inhibitors of ATXN expression. actives 0.49% (n = 400,000). Potency, µM (highest dose often 56.7 µM), hits mostly cytotoxic. S2 cells (HEK-293 line with an ATXN2-luciferase reporter) viability, CellTiter-Fluor protease fluorescence, 24 h; also: potency is read from the fitted curve at half-maximal effect; nearly all actives have a fitted effect of over 40% in size
Nrf2 inh – Nrf2 qHTS screen for inhibitors. AID 504444, 2011. A549 ARE-Fluc reporter, luciferase luminescence, 18-24 h. actives 2.1% (n = 360,000). Potency, µM (titrated, usually from 46 µM), for inactives: at the highest dose activity change, negative = inhibition, hits mostly inhibitors; also: potency is read from the fitted curve at half-maximal effect; % is scaled to controls: 0 for no effect and ±100 for the full control effect; nearly all actives have a fitted effect of over 60% in size
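Cells were seeded and rested 2 h, then exposed to compounds for 18-24 h. CellTiter-Fluor was read first as a viability measure. BugLite was added 15 min before the final luminescent read of ARE-luciferase activity in A549 cells.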
TGFb inhibitor – qHTS for Inhibitors of TGF-b; HepG2 CAGA-GFP TGF-b/SMAD3 reporter, GFP fluorescence, 18 h; TGF-beta stimulated, 500 pg/mL final; Potency, µM (titrated, usually from 46.1 µM), for inactives: top-dose activity, negative = inhibition, usual class: inhibitors; actives 1.2% (n = 410,000); also: potency is read from the fitted curve at half-maximal effect; % is scaled to controls: 0 for no effect and ±100 for the full control effect; nearly all actives have a fitted effect of over 65% in size
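Read-out: total well GFP (ex488/em500-530) summed from mean per-cell fluorescence. Cells: HEPG2 CAGA-GFP, 1% FBS DMEM, 18 h at 37 degrees C with 500 pg/mL final TGF-beta. Unstimulated wells served as the full-inhibition control; stimulated DMSO wells = 0%.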
ATXN2 expr inh – Primary qHTS for Inhibitors of ATXN expression; HEK-293 ATXN2-luciferase reporter, luminescence, 24 h; actives 0.72% (n = 360,000); Potency, µM (top dose mostly 57 µM), without a hit: at the top dose activity change, negative = inhibition, actives largely listed as inhibitors; AID 1745845, 2022; also: potency is read from the fitted curve at half-maximal effect; % is scaled to controls: 0 for no effect and ±100 for the full control effect; nearly all actives have a fitted effect of over 55% in size
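ATXN2-luciferase reporter cells (luciferase flanked by upstream and downstream ATXN2 gene portions) were treated 24 h at 37 °C with compounds at up to 57 uM. SteadyGlo luminescence gave expression; GF-AFC fluorescence gave viability.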
Nrf2 activator – qHTS of Nrf2 Activators. AREc32 ARE-luciferase reporter (MCF7-derived line), luminescence, 24 h. Potency, µM (series often up to 46.1 µM), for inactives: at the highest dose activation, most hits filed as activators. actives 0.31% (n = 410,000); also: potency is read from the fitted curve at half-maximal effect; % of control where 0% means no effect; nearly all actives have a fitted effect of over 65% in size
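Quantitative high-throughput format: AREc32 reporter cells, 1000 per well, received compound by pin transfer and were incubated 24 hr at 37 deg C, 5% CO2, before Steady-Glo luminescence detection.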
A549 tox – Nrf2 qHTS screen for inhibitors: counterscreen for cytotoxicity | A549 ARE-Fluc cells, CellTiter-Fluor viability, 18-24 h | Potency, µM (series often up to 46 µM), without a hit: top-dose activity change, negative = cytotoxicity, usual class: inhibitors | actives 0.16% (n = 390,000); also: potency is read from the fitted curve at half-maximal effect; % is scaled to controls: 0 for no effect and ±100 for the full control effect
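A549 ARE-Fluc cells in 5% FBS OPTI-MEM, 5000 cells/well, rested 2 h then exposed to compounds in concentration-response for 18-24 h at 37 °C. Viability by CellTiter-Fluor fluorescence (Ex 405/Em 525) after 30 min; luciferase luminescence (BugLite, 15 min, RT) read afterwards.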
EPAC2 agonist – qHTS for Agonist of cAMP-regulated guanine nucleotide exchange factor 4 (EPAC2): primary screen; Potency, µM (highest dose often 154 µM), for inactives: at the top dose activation, most hits filed as activators; actives 0.079% (n = 360,000); Rap guanine nucleotide exchange factor 4 (Homo sapiens), Q8WZA2; AID 720711, 2013; EPAC2 activation, biochemical qHTS; response scale: 100% = 6.5 mM cAMP response; also: potency is read from the fitted curve at half-maximal effect; nearly all actives have a fitted effect of over 50% in size
Target sequence (Q8WZA2 whole entry, looked up): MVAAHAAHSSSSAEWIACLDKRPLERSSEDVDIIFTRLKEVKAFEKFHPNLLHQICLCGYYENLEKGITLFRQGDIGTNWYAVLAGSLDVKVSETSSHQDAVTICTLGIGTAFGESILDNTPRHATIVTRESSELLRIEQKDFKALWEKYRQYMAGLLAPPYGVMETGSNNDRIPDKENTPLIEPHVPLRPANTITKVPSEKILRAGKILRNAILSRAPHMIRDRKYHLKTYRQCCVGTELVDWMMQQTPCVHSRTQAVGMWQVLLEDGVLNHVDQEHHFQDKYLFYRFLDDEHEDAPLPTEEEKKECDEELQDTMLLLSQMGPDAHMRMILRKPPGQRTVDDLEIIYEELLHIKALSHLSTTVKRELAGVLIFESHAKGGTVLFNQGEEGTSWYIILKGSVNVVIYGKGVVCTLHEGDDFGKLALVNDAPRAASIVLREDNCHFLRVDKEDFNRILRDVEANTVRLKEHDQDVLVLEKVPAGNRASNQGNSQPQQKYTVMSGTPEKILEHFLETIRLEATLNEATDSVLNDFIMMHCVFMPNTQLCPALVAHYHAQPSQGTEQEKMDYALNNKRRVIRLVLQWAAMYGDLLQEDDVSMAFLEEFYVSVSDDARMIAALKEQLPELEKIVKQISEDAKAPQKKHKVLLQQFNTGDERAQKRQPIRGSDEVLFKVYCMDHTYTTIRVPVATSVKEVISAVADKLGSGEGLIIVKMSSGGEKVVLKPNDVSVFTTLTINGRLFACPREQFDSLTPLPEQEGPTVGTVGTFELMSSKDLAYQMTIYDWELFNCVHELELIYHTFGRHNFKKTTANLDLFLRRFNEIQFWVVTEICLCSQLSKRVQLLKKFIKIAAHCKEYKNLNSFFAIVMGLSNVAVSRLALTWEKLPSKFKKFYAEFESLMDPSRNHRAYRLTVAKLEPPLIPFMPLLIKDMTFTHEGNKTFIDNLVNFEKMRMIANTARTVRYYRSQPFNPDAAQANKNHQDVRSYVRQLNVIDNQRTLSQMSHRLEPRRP
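EPAC2 (100 nM) mixed with Rap1B loaded with BODIPY-GDP (250 nM) plus 50 uM unlabeled GDP; compounds pinned in, 5 min RT, then read every 5 min for 30 min (ex 480, em 540 nm). Normalized to cAMP control.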
HepG2 tox – qHTS for Inhibitors of TGF-b: Cytotox Counterscreen | HepG2 CAGA-GFP viability, ATP luminescence, 18 h | Potency, µM (series often up to 46.1 µM), for inactives: top-dose activity change, negative = cytotoxicity, usual class: cytotoxic | actives 0.76% (n = 410,000); also: potency is read from the fitted curve at half-maximal effect; some results filed as inactive show a strong effect at the top dose
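HepG2 CAGA-GFP cells (1000/well, DMEM with 1% FBS) received compound, then TGF-beta at 500 pg/mL final, and were incubated 18 hours at 37 degrees C. Viability was read by CellTiter-Glo luminescence. Media-only wells were set as complete cell-killing and DMSO as no toxicity.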
IL-2 act – qHTS of IL-2 Activators; IL-2 activation reporter assay, cell-based qHTS; stimulated with anti-CD3/CD4/CD28 beads; in transgenic mouse T cells; activation, % (series mostly up to about 46 µM); actives 0.065% (n = 360,000); AID 652025, 2013; in the data active = activation above about 50%; inconclusive = mostly about 30% to 49%; also: 0% is about no effect
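EGFP and DsRed fluorescence is measured by plate cytometry in unstimulated transgenic mouse T cells exposed to compound for 60 minutes, then stimulated 18 hours at 37 degrees C with anti-CD3/anti-CD4 beads plus anti-CD28.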
Numbers without * were called inactive; i = inactive; ? = inconclusive; · = not tested or not shown; & = joins results of further samples; [ ] = another dose, or the depositor's remark. Unless noted, calls follow the shape of the dose curve; as a rule, active = well fitted curve in the direction sought with a large enough effect; inconclusive = small, poorly fitted or top-dose-only effect, or another doubt; inactive = no such curve, though single readings can be large; an effect the other way counts as inactive or inconclusive.

SMILES | ATXN viability | Nrf2 inh | TGFb inhibitor | ATXN2 expr inh | Nrf2 activator | A549 tox | EPAC2 agonist | HepG2 tox | IL-2 act
C=CCN(CC=C)C(=O)Cn1cnc([N+](=O)[O-])n1 | i | 21% | -4% | 7% | 0.3% | -2% | 16% | 5% | 1.0
Cc1ccc(-n2[nH]c(C)c(/C=N/N3C(=O)c4cccc5cccc(c45)C3=O)c2=O)cc1 | ? | 12% | -10% | ? | 0.6% | -22% | 6% | -52% | -0.7
O=C(Nc1cccc(-n2cnnn2)c1)c1cc(Cl)nc(Cl)c1 | i | -6% | -17% | -21% | 2.5% | -9% | 2% | 5% | -3.3
Cc1ccc(Cn2c(/C=C/c3ccco3)nc3ccccc32)cc1 | i | ? | -2% | 21% | ? | 9% | 6% | -1% | -0.7
NC(=O)CN1C(=O)NC(c2ccccc2)(c2ccccc2)C1=O | i | 13% | -2% | -6% | 0.4% | 0% | 14% | -5% | 0.1
Cc1ccc(NC(=S)C2=C(O)c3sccc3N(C)S2(=O)=O)cc1 | i | -26% | -2% | 2% | 3.2% | ? | 0% | 5% | 1.5
COc1ccc(CCNC(=O)CN(C)S(=O)(=O)c2cccc3nsnc23)cc1OC | ? | 1% | 1% | -4% | -0.7% | -2% | 2% | -4% | -2.9
Cc1ccc(S(=O)(=O)CCC(=O)OCC(=O)Nc2cc(F)ccc2C)cc1 | i | 7% | -10% | 0% | -0.6% | 4% | 9% | 3% | -4.3
CCCNC(=O)c1ccc(Cn2cc(-c3ccc(OC)cc3)nc2C(C)N)cc1 (centres undefined) | i | ? | -12% | 5% | 5.7% | -7% | 6% | -50% | 0.9
Cc1cc(OCC(=O)NNC(=O)c2cccnc2)cc(C)c1Cl | i | 3% | -12% | -7% | -0.9% | 7% | 4% | -4% | -3.1
N#CCCN(C(=O)COC(=O)CCc1nc2ccccc2c(=O)[nH]1)c1ccccc1F | i | -2% | -3% | -21% | -0.4% | 6% | 11% | -8% | -0.1
Cc1ccc(S(=O)(=O)n2ccc3cccnc32)cc1 | i | -20% | -3% | 6% | 0.4% | -3% | 8% | 1% | 0.7
C=CCn1c(C#N)c(N)sc1=N | ? | 8% | 0% | 5% | -0.2% | -2% | -1% | 2% | -1.1
COCCN(C(=O)C1=COCCO1)c1c(N)n(Cc2ccccc2)c(=O)[nH]c1=O | i | 0% | 4% | 4% | -0.2% | -11% | -4% | 3% | -1.9
COCCn1c(SCCN2CCCCC2)nc2ccccc2c1=O | i | 13% | -3% | 7% | -0.8% | 11% | 0% | -22% | 0.4
CCOCCCn1c(=S)[nH]c2cc3c(cc2c1=O)OCO3 | i | 0% | 0% | 15% | 1.5% | 6% | 1% | -29% | -0.1
CCC(=O)Nc1sc2c(c1C#N)CC(C)(C)NC2(C)C | i | -31% | -3% | 20% | -0.5% | -4% | 6% | 3% | 4.2
C[C@H](NC(=O)c1nc[nH]c1C(=O)N1CCN(C(=O)OC(C)(C)C)CC1)c1ccccc1 | i | 4% | 9% | 2% | -0.4% | 1% | 6% | 4% | 1.3
O=S(=O)(c1ccc(Br)cc1)N1CCC2(CC1)OCCO2 | i | 7% | -2% | 4% | -0.3% | 1% | 0% | -22% | -1.4
CCCCn1c(N)c(N(CCOC)C(=O)COC(=O)c2cc(CC)c(C)s2)c(=O)[nH]c1=O | i | -13% | -12% | -12% | 0.0% | 6% | 9% | -25% | -3.1
CCOc1ccccc1C(=O)NC1(C(F)(F)F)NC(=O)N(CCc2ccc(OC)c(OC)c2)C1=O (centres undefined) | ? | ? | ? | -24% | 0.1% | -7% | · | 2% | ·
Cc1ccc(-c2nn3c(-c4ccccc4)nnc3o2)cc1 | i | · | 10% | · | 2.4% | · | 10% | 1% | -2.3
Cc1ccc2[nH]c(C(=O)O)c(NC(=O)CN3CCN(c4cccc(C)c4C)CC3)c2c1 | i | · | ? | 4% | 4.2% | -2% | 6% | -6% | -2.4
CCCOc1ccc(NC(=O)Cc2ccc(S(=O)(=O)N3CCOCC3)s2)cc1OCCC | i | -26% | -5% | 2% | 1.3% | 0% | 4% | -3% | -4.3
CCOC(=O)c1cc2c(nc1N)CC(C)(CC)OC2 (centres undefined) | i | ? | 0% | 74%[activator] | 3.0% | 0% | 1% | 0% | 1.4

(next part)
SMILES | ATXN viability | Nrf2 inh | TGFb inhibitor | ATXN2 expr inh | Nrf2 activator | A549 tox | EPAC2 agonist | HepG2 tox | IL-2 act
Cc1cc(Cl)ccc1Nc1ncnc2onc(C)c12 | i | 1% | -11% | -1% | -1.4% | -3% | · | 1% | ·
CCc1nccn1S(=O)(=O)c1ccc(Br)cc1Br | i | · | 7% | -4% | -0.5% | 0% | 2% | 5% | -2.3
Cn1cc(C(=O)NCc2ccccc2F)cn1 | i | 6% | 5% | 1% | 2.4% | -1% | 5% | -3% | 1.0
Cc1ccccc1C(=O)NC1(C(F)(F)F)C(=O)Nc2c1c(=O)[nH]c(=O)n2-c1ccc(F)cc1 (centres undefined) | i | 2% | 20% | 7% | 3.4% | 1% | · | 7% | ·
CCN(CC(=O)NCc1ccccc1Cl)CC(=O)Nc1c(F)cccc1F | i | 9% | -2% | · | 0.5% | 8% | 7% | 10% | 0.1
CCOC(=O)[C@@H]1[C@H]2COc3cc(OC)ccc3[C@H]2N2C(=O)N(c3ccc(C(F)(F)F)cc3)C(=O)[C@@]12C | i | 1% | 6% | 4% | -0.1% | 1% | -5% | 15% | -1.8
COc1ccc(-c2cc(C(C)=O)c(C)n2CCC(=O)NCc2ccc(C)cc2)cc1 | · | · | ? | · | 21% | 11% | · | -35% | ·
NC(=O)Cc1nc(-c2ccc([N+](=O)[O-])cc2)cs1 | ? | 2% | 12% | 7% | 0.3% | 0% | 5% | 13% | 0.2
CCN(CC)CCN(C(=O)c1ccc2ccccc2c1)c1nc2cc3c(cc2s1)OCO3 | i | -5% | 12% | -29% | -0.7% | 1% | 19% | -14% | -1.8
O=C1CCCN1CCCNS(=O)(=O)c1ccc(Cl)c(C(=O)N2CCOCC2)c1 | i | 9% | -3% | 9% | 0.3% | · | 0% | 13% | -1.3
CN(C)S(=O)(=O)c1ccc(Cl)c(NC(=O)COC(=O)/C=C/c2ccco2)c1 | i | 9% | 0% | 2% | ? | 4% | -4% | 9% | -3.9
CCc1ccc2nc(N(CCCN(C)C)C(=O)c3ccc(S(=O)(=O)N4CCCC4)cc3)sc2c1 | ? | ? | -28% | -25% | 0.3% | -11% | 11% | -25% | -2.9
C[C@H](NS(=O)(=O)c1ccc2c(c1)OCCCO2)C(=O)N1CCN(c2ccc(F)cc2)CC1 | i | 16% | -8% | -17% | -0.5% | 1% | 5% | -45% | 0.6
Cn1c([N+](=O)[O-])cnc1COC(N)=O | ? | 4% | 0% | 5%&-9% | -0.2% | -1% | 8% | 3% | 0.5
Cc1ccc(Cl)cc1N1CCN(CCCNC(=O)Cn2ncc3c([nH]c4ccccc43)c2=O)CC1 | i | -6% | 3% | -3% | 0.1% | 10% | · | -22% | ·
COc1ccccc1NC(=O)c1cc(=O)c2ccc(C)c(C)c2o1 | i | -12% | 2% | 7% | 1.1% | -1% | · | 6% | ·
CC(=O)C1=C(C)NC(=O)NC1c1ccc2c(c1)OCO2 (centres undefined) | i | -5% | 0% | 0% | 3.2% | -10% | 20% | 4% | 1.2
O=S(=O)(c1ccc(Cl)cc1)N1CCN(Cc2cccnc2)CC1 | i | -21% | -1% | -7% | -0.1% | 1% | 6% | 6% | -0.4
O=C1NC[C@H](Cc2ccc(O)cc2)N(CCc2cccc3ccccc23)C1=O | i | 13% | 2% | 10% | -0.2% | 0% | 4% | -18% | -0.4
COc1ccccc1C(=O)NC(=O)COC(=O)c1cccc(NC(C)=O)c1 | i | 0% | 0% | 2% | -0.4% | 0% | 3% | -3% | -0.3
CCc1ccccc1NC(=O)Nc1nnc(N(C)Cc2ccccc2)s1 | · | 4% | 13µM* | · | 0.8% | 5% | · | -13% | ·
Cc1nc2c(-c3ccc(F)cc3)c(C)nn2c(C)c1CCC(=O)N1CCN(c2ccc(F)cc2)CC1 | i | -16%&2% | ? | 5%&5% | 3.0%&4.0% | -11%&-3% | -9% | -12%&4% | -1.7
COc1ccc(Br)c(Cn2c(C)c(C(=O)NCc3ccc(F)cc3)sc2=O)c1 | i | · | -28% | -20% | 0.7% | · | -1% | 3% | -0.6
CCO[C@@H]1OC(C(=O)NCc2ccccc2)=C[C@H](c2csc3ccccc23)[C@H]1CCCO | ? | -23% | ? | ? | -2.2% | -3% | 1% | -3% | -4.4
COc1cc(C(=O)N2C[C@H]3CON(C)[C@H]3C[C@H]2c2ccc(N3CCCCC3)cc2)cc(OC)c1OC | i | · | -26% | 13% | 2.8% | · | 8% | 7% | 0.5
CCc1ccc(N(CC(=O)O)S(=O)(=O)c2c(C)noc2C)cc1 | i | -14% | -1% | 5% | -0.4% | -1% | 8% | 12% | 1.2
NS(=O)(=O)c1ccc(CNC(=O)Cc2ccsc2)cc1 | i | 6% | -1% | -9% | -1.0% | 1% | 11% | 2% | 0.2
CCOC(=O)c1c(NC(=O)c2cc(-c3cccc(Cl)c3)on2)sc(C)c1C | i | 3% | 1% | -5% | 3.6% | -2% | · | -14% | ·
